Mot1-301 SUMO: yeast Mot1-301 growth rescue at high temperature, primary screen, SUMOylation pathway inhibitor project, S. cerevisiae, ATP luminescence, 38.5C; S. cerevisiae Mot1-301 growth rescue; percent above DMSO median, 100 means doubled; growth rescue, % at 18.8 µM; actives 1% (n = 320,000); AID 2716, 2010;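 active = every valid replicate shows activation above 250% relative to neutral control wells; inactive = the rest, any valid replicate at or below 250%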;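 also: OY570 slx delta 5 strain wells were the positive control but not used for scaling; some compounds called inactive have numbers as strong as hits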
OPRM1-OPRD1 ag: agonists of OPRM1-OPRD1 heterodimerization, primary screen, cell-based, luminescence; Mu-type opioid receptor (Homo sapiens) + Delta-type opioid receptor (Homo sapiens), …; cells; activation, % at 9.3 µM; actives 0.3% (n = 340,000); in the data active = activation above about 18%;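 also: 0% = vehicle-treated cells and 100% = reference agonist; values of inactives mirror those of a sister screen read the other way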
Target sequence (P35372 whole entry, looked up): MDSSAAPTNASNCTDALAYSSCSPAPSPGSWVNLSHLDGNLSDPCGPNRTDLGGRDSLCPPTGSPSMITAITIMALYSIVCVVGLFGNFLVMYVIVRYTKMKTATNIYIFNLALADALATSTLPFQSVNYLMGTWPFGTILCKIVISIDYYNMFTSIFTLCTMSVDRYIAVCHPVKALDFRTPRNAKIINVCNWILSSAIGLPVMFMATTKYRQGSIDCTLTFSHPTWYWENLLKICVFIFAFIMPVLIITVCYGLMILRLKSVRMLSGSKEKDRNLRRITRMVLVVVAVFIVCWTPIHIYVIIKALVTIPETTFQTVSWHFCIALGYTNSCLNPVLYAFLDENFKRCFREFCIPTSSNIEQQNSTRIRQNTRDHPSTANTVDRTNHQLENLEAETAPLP
Target sequence (P41143 whole entry, looked up): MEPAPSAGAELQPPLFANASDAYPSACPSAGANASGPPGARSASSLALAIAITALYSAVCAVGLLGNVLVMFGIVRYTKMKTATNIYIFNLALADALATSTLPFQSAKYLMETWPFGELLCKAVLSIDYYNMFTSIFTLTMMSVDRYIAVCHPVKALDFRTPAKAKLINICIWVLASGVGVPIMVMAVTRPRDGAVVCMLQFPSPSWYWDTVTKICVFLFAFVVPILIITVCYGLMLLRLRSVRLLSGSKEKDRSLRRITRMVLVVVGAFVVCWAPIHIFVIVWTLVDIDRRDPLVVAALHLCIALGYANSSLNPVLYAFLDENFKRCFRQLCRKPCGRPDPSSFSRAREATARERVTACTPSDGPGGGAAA
phage Ecoli inh: growth loss of phage-infected E. coli, primary screen, RecBCD inhibitor project, absorbance, with phage, HTS; AID 651602, 2012; inhibition, % at 11.9 µM; actives 0.26% (n = 360,000); in the data active = inhibition above about 11%
Arrestin-AP2 inh: inhibitors of beta-arrestin/AP2 binding, primary screen, biochemical, GPCR trafficking, flow cytometry; beta-arrestin 1 C-terminal peptide binding to AP2 beta2-adaptin appendage (human); FITC-arrestin peptide / GST-AP2 beads; AP2 beta2 appendage carries R879A mutation; inhibition, % at 10 µM; actives 0.31% (n = 340,000);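 active = inhibition above a set limit, near 3 SD of compounds lacking own fluorescence, cut at about 54% in these data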;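 also: plate controls were DMSO wells for no effect and 5 µM unlabelled arrestin peptide for full effect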
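System: GST-AP2 R879A bound to glutathione beads, E. coli-expressed. Also added: 50 nM FITC-arrestin peptide. Schedule: compound with beads 12 min RT, then probe 1 h RT. Signal: bead flow cytometry, FITC channel. Read-out basis: percent response.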
PfHsp90 yeast 2: growth inhibition of PfHsp90-expressing yeast, primary screen, antimalarial PfHsp90 inhibitor project, S. cerevisiae, BacTiter-Glo luminescence, single point, set 2; BacTiter-Glo ATP, 48 h; yeast lacking PDR1 and PDR3 efflux regulators; actives 0.32% (n = 310,000); inhibition, % at 9.4 µM;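 active = every replicate shows inhibition above about 80%, whatever the replicate mean, limit read from the data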;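 also: 0% = DMSO neutral controls and 100% = 20 µM radicicol positive controls; yeast relying on Plasmodium falciparum Hsp90 in place of its own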
PKA-R1A act: activators of PKA-R1A holoenzyme, primary screen, biochemical, fluorescence polarization, Cy5-IP20, bovine R1A, mouse PKAc | activation, % at 11.4 µM | cAMP-dependent protein kinase type I-alpha regulatory subunit (Bos taurus) + … | actives 0.083% (n = 340,000) | AID 504707, 2011 | PKA-R1A dissociation; scaled: DMSO 0%, 113 µM cGMP 100%;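 active = percent activation above the mean of all tested compounds plus 3 SD, cut at about 19% in these data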;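 also: higher means more PKAc released from R1A so a rise in polarization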
AddAB inh: growth inhibition of E. coli expressing H. pylori AddAB, primary screen, AddAB inhibitor project, absorbance. AID 435030, 2010. actives 0.29% (n = 330,000). inhibition, % at 11.9 µM; in the data active = inhibition above about 12%;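 also: 0% = vehicle wells of infected cells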
DSG3 Ab inh: inhibitors of pemphigus antibody binding to DSG3, primary screen, biochemical, bead-based, flow cytometry, scFv-GFP; Desmoglein-3 (Homo sapiens), P32926; actives 0.48% (n = 310,000); binding (percent of control), % at 10 µM; DSG3-coupled beads, scFv-anti-DSG3-GFP binding; active compounds read low;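 active = binding more than 3 SD below its plate's average and above zero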;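 also: hits lower antibody fragment binding to DSG3; some compounds called inactive have numbers as strong as hits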
MOR-DOR inv ag: inverse agonists of MOR-DOR heterodimerization, primary screen, cell-based, luminescence | Mu-type opioid receptor (Homo sapiens) + Delta-type opioid receptor (Homo sapiens), … | cell-based MOR-DOR heterodimer luminescence, inverse agonism | inhibition, % at 9.3 µM | actives 0.21% (n = 340,000); in the data active = inhibition above about 22%, passing the limit was not always enough;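 also: 0% = cells with DMSO and 100% = wells without cells with DMSO; values of inactives mirror those of a sister screen read the other way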
Tat transport: E. coli Tat export inhibitors, primary screen, MC4100, TorA-mCherry reporter, fluorescence, single point; inhibition, % at 10 µM; actives 0.036% (n = 340,000); AID 488895, 2010;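 active = mean replicate inhibition at least 50% and at least half of replicates individually reaching 50%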;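 also: exported cargo escapes ClpAP degradation while cytoplasmic cargo is degraded and loses fluorescence; 0% = median of neutral control wells and 100% = median of NaSCN control wells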
Ecoli viability: E. coli V3065 growth inhibition, primary screen, counter-screen for AddAB inhibitor project, absorbance, OD600; inhibition, % at 11.9 µM; actives 0.27% (n = 330,000); 18 h;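 active = inhibition above the campaign's mean inhibition across all tested compounds plus 3 SD, cut at about 9.9% in these data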;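 also: uninfected addAB+ strain grown without phage in ampicillin broth; 0% = DMSO wells and 100% = ciprofloxacin 0.95 µg/ml wells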
* marks the source's active call; other numbers are inactive results; i = inactive; nt = not tested or not shown.

SMILES | Mot1-301 SUMO | OPRM1-OPRD1 ag | phage Ecoli inh | Arrestin-AP2 inh | PfHsp90 yeast 2 | PKA-R1A act | AddAB inh | DSG3 Ab inh | MOR-DOR inv ag | Tat transport | Ecoli viability
O=C(Cn1c(=O)oc2cc(S(=O)(=O)NCc3ccccc3)ccc21)NCc1ccco1 | -5 | -0.9 | 3.1 | 9 | 16 | -6 | 0.8 | 100 | 5 | -6 | -0.5
O=C(CC1C(=O)NCCN1C(=S)Nc1ccccc1)Nc1ccc2c(c1)OCCO2 (centres undefined) | -9 | -1.2 | 0.9 | 1 | 7 | 1 | 2.1 | nt | 7 | -1 | -0.1
Cc1ccc(C)c(-c2nnc(NC(=O)CS(=O)(=O)c3ccccc3)o2)c1 | 12 | -0.3 | -4.8 | 21 | -9 | 5 | -3.8 | 105 | 2 | -13 | -5.3
COc1ccc(CCNC(=O)CCNC(=O)c2ccco2)cc1OC | -6 | -1.5 | 5.9 | 14 | 21 | -2 | 4.7 | 95 | 8 | 1 | 2.6
O=C(NCc1ccco1)/C(=C/c1cccnc1)NC(=O)c1ccco1 | 5 | -1.5 | 3.6 | 4 | -12 | -2 | 2.2 | 101 | 8 | -11 | -1.4
O=C(NCC1CCCO1)C1CCN(C2CCN(C(=O)Cc3ccsc3)CC2)CC1 (centres undefined) | -7 | -1.5 | 3.9 | -9 | 1 | -6 | 4.8 | 105 | 8 | -11 | -3.2
CCOc1ccc(/C=N/N2C(=O)C(CC(=O)Nc3ccc(F)cc3F)SC2=NC)cc1OC (centres undefined) | 15 | 12 | 2.6 | -4 | 0 | -9 | -0.7 | 106 | -83 | 5 | -1.3
CN(C)S(=O)(=O)N(CC(=O)N1CCN(c2ccccc2F)CC1)c1ccccc1 | -3 | -1.6 | 6.4 | 2 | 14 | -9 | 3.9 | 91 | 9 | -3 | 3.1
Cc1nc(N2CCOCC2)nc(OCCN(C)C)c1[N+](=O)[O-] | -15 | -2.2 | 3.9 | 4 | 12 | 5 | 1.3 | 101 | 11 | -1 | -2.8
O=C(Nc1cc(S(=O)(=O)Nc2ccc(Cl)cc2)ccc1O)c1ccc(F)cc1F | 22 | 0.2 | 3.9 | 12 | -14 | -1 | -0.9 | 120 | -1 | 3 | 0.4
CC[C@]1(c2ccccc2OC)C(=O)N(C(=O)OC)N1C(=O)OC | 9 | -0.5 | 1.4 | 0 | 14 | -4 | 1.7 | 110 | 3 | -8 | -0.7
COc1ccc(-c2csc(NC(=O)C3CC(=O)N(c4ccc5c(c4)OCCO5)C3)n2)cc1 (centres undefined) | -12 | 0.3 | 4.2 | 3 | 0 | -3 | 1.5 | 98 | -1 | -6 | -1.0
O=C(CCN1C(=O)c2cccc3cccc(c23)C1=O)Nc1ccccc1 | 4 | -0.2 | -2.3 | 4 | nt | 3 | 2.8 | 111 | 1 | -4 | 0.4
O=C(Nc1cccc(S(=O)(=O)NCc2ccco2)c1)c1ccc(Cl)cc1 | 0 | -0.9 | 1.6 | 27 | -13 | -1 | -0.4 | nt | 4 | -3 | -1.0
CC[C@]12c3[nH]c4ccccc4c3CCN1C(=O)C(CC(=O)NCc1ccco1)C[C@@H]2C(=O)N1CCN(C(=O)C2CC2)CC1 (some centres undefined) | -3 | -1.2 | 4.5 | 21 | 15 | 1 | 0.8 | 107 | 6 | -12 | -0.7
CC1=CC(C)(C)n2c(O)c(N=N)c3c(C)c(C)cc1c32 | 2 | -1.8 | 3.6 | 8 | 20 | -13 | -0.1 | 102 | 10 | 6 | -1.8
C=CCc1cccc(CNc2c(C)n(C)n(-c3ccccc3)c2=O)c1O | -6 | -3.4 | 2.8 | 22 | nt | -1 | -1.0 | 105 | 16 | 6 | -1.8
Cc1ccc(C(=O)NNC(=O)c2ccc3ccccc3c2)cc1 | nt | -1.1 | -1.2 | -11 | nt | -4 | nt | 86 | 6 | 16 | nt
Oc1cccc2ccc(N3CCOCC3)nc12 | -2 | -0.1 | 3.6 | -6 | 25 | -4 | -4.4 | 105 | 1 | -11 | 0.1
Cc1ccc(CS(=O)Cc2ccc(C(=O)N3CCN(c4ccccn4)CC3)o2)cc1 (centres undefined) | -5 | -1.6 | 2.7 | 6 | -7 | 2 | 0.9 | 105 | 8 | -3 | -0.8

Ordered by the number under Mot1-301 SUMO (highest first): three from the list above
mol	Mot1-301 SUMO	OPRM1-OPRD1 ag	phage Ecoli inh	Arrestin-AP2 inh	PKA-R1A act	DSG3 Ab inh	MOR-DOR inv ag	Tat transport
CC1=CC(C)(C)n2c(O)c(N=N)c3c(C)c(C)cc1c32	2	-1.8	3.6	8	-13	102	10	6
CC[C@]12c3[nH]c4ccccc4c3CCN1C(=O)C(CC(=O)NCc1ccco1)C[C@@H]2C(=O)N1CCN(C(=O)C2CC2)CC1 (some centres undefined)	-3	-1.2	4.5	21	1	107	6	-12
Cc1ccc(CS(=O)Cc2ccc(C(=O)N3CCN(c4ccccn4)CC3)o2)cc1 (centres undefined)	-5	-1.6	2.7	6	2	105	8	-3

Going on with the list.
SMILES | Mot1-301 SUMO | OPRM1-OPRD1 ag | phage Ecoli inh | Arrestin-AP2 inh | PfHsp90 yeast 2 | PKA-R1A act | AddAB inh | DSG3 Ab inh | MOR-DOR inv ag | Tat transport | Ecoli viability
COc1cc2cc(C(=O)N3CCc4ccccc4C3)[nH]c2cc1OC | -3 | -2.9 | -0.9 | -10 | -91 | -10 | 2.7 | 92 | 15 | -6 | 2.5
CC(C)C(O)(CC#CCN1CCCC1)c1ccccc1 (centres undefined) | nt | 0.6 | 1.8 | -7 | -18 | -3 | 2.4 | 104 | -3 | -3 | 2.1
CN(C)C(CNC(=O)CSC(=S)N1CCCC1)c1ccccc1 (centres undefined) | 6 | 195* | 3.8 | 1 | -17 | -1 | 0.5 | 125 | i | -7 | 0.7
CC(OC(=O)CNS(=O)(=O)c1ccc2ccccc2c1)C(=O)N(C)c1ccccc1 (centres undefined) | 10 | -0.2 | -0.9 | 6 | 0 | -2 | 2.0 | 108 | 1 | 3 | 0.8
C#CCOCCOCCOCCNc1nc(N2CCN(C(=O)[C@H](CCCCN)n3cc(CN)nn3)CC2)nc(N2CCN(C(=O)[C@H](CCCCN)n3cc([C@@H](N)CC(N)=O)nn3)CC2)n1 | nt | -2.6 | -0.4 | 7 | 16 | -6 | nt | 100 | 14 | -10 | nt
COc1ccc(S(=O)(=O)N2CCC(C(=O)NCc3ccccc3)CC2)cc1OC | 33 | -2.5 | 3.8 | 5 | 8 | 12 | 1.2 | 100 | 13 | -2 | 1.8
COc1cccc(C(=O)COC(=O)c2cccs2)c1 | -3 | -2.7 | 2.3 | 13 | 3 | 7 | 0.3 | nt | 15 | 6 | -0.8
Cc1ccc(N(CC(=O)Nc2ccc(C)cc2C)S(=O)(=O)N2CCCC2)cc1 | 8 | 0.0 | 1.7 | 13 | -7 | -7 | 0.8 | 97 | 0 | -9 | 1.9
Cc1ccc(CNC(=O)CCNC(=O)c2ccco2)cc1 | 13 | 0.1 | 2.5 | 5 | -8 | -10 | 3.9 | 100 | -1 | -2 | 0.7
CCCCc1ccc(NC(=S)NCc2cccs2)cc1 | 573* | 6.1 | 4.1 | 0 | nt | 1 | 4.1 | nt | -31 | 11 | 3.1
CC(C)N(Cc1nccn1C)C(=O)c1cc(COc2ccc(F)cc2Cl)on1 | 12 | -4.2 | -1.1 | -3 | 20 | -10 | -0.8 | nt | 14 | -6 | 0.8
CCC(C)Nc1nc(-c2c[nH]c3ccccc23)cs1 (centres undefined) | -15 | 4.9 | 0.5 | 0 | 5 | 12 | 1.0 | 83 | -27 | 0 | 0.9
CC(=O)Nc1ccc(NC(=O)C(C)OC(=O)CNS(=O)(=O)c2ccc(Br)cc2Cl)cc1 (centres undefined) | 14 | -1.4 | 0.4 | 0 | -6 | -7 | 0.8 | 110 | 7 | -13 | 2.2
CCOc1ccc(C(=O)/C=C/c2cc(OC)c(OC)c(OC)c2)cc1 | 20 | 0.4 | 0.6 | 17 | -19 | -1 | 0.5 | 99 | -2 | 12 | 0.2
Cc1ccccc1Nc1nnc(SCc2cc(=O)n3ccsc3n2)s1 | 4 | -0.6 | 2.9 | -4 | 11 | 1 | 1.9 | 104 | 3 | -5 | 0.2
COc1ccc(C(=O)CSc2n[nH]c(N)n2)cc1 | 178 | -3.3 | 4.0 | 21 | 20 | 6 | 0.9 | 102 | 17 | 3 | -1.1
CCNS(=O)(=O)c1ccc(C(=O)OCc2cc(=O)oc3cc(OC)ccc23)cc1 | 25 | 0.8 | 0.9 | -1 | -33 | 13 | -0.5 | 116 | -7 | 4 | -0.4
C=CCNCc1cccn1-c1ccccc1 | 10 | -0.2 | 1.3 | -4 | 13 | -14 | 0.1 | 103 | 1 | -3 | -1.7
O=S(=O)(c1ccccc1Br)N(Cc1ccccc1)CC(O)COCc1ccccc1 (centres undefined) | nt | 3.1 | 2.5 | 15 | 2 | 5 | 3.1 | 95 | -15 | 9 | 3.9
CCOc1ccc(NC(=O)CN2CC(c3ccccc3)CC2=O)cc1 (centres undefined) | 4 | -1.2 | 3.0 | 7 | -7 | 5 | 0.8 | 106 | 6 | 4 | -0.7
Cc1ccc(N(Cc2cc3ccc(C)cc3[nH]c2=O)S(C)(=O)=O)c(C)c1 | -12 | -3.9 | 0.0 | 2 | -21 | -8 | 0.8 | 102 | 21 | 2 | -1.1
c1c2c(cc3sc(N4CCOCC4)nc13)OCCO2 | -28 | -0.6 | 3.5 | -7 | -6 | -5 | 1.8 | 102 | 3 | -5 | 1.7
O=C(CCCn1c(=S)[nH]c2ccc(Br)cc2c1=O)NCC1CCCO1 (centres undefined) | -14 | -1.6 | 4.5 | 0 | 10 | -1 | -0.5 | nt | 8 | -5 | -1.4
CC(=O)C1=C(O)C(=O)N(CCCn2ccnc2)C1c1ccc(C)cc1 (centres undefined) | -7 | -2.0 | -3.6 | 4 | -4 | 3 | -1.1 | 104 | 11 | 3 | -0.9
CCc1nnc(NC(=O)CN2CCN(Cc3ccc(C)cc3)CC2)s1 | 1 | -1.6 | 4.0 | 2 | -5 | -9 | -0.5 | 105 | 8 | -9 | -2.4
Cc1ccc(Nc2cc(C)nc3ccccc23)c(C)c1 | -5 | -1.1 | -0.7 | 10 | -4 | 7 | 5.5 | 116 | 6 | -4 | 3.2
CCCCNC(=S)NNC(=O)c1csc(CC)c1 | -16 | -4.2 | 1.6 | -2 | -64 | 3 | -1.1 | nt | 26 | 6 | -1.8

Source: PubChem
